# Bioassay records from PubChem.
# ERK EGF inh: EGF-driven ERK pathway inhibition. HEK293-V1b, EGF-stimulated phospho-ERK AlphaScreen. Potency, µM (top dose mostly 11.5 µM), for the others: at the highest dose activity change, negative = inhibition, actives largely listed as inhibitors. 130,000 compounds, 0.41% hits. AID 1454; active means well fitted inhibition curve with a large enough effect; inconclusive means small, poorly fitted or top-dose-only effect, or effect the other way;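 further: plate controls were stimulated vehicle wells for no effect and unstimulated vehicle basal for full effect; nearly all actives have a fitted effect of over 55% in size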
#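 Compounds are titrated over HEK293-V1b cells kept overnight in 1% FBS. After 30 min at 37C, EGF (25 nM final) triggers ERK phosphorylation for 5 min, measured by AlphaScreen in lysates.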
# An asterisk follows results filed as active; ? = inconclusive; [ ] = another dose, or the depositor's remark. Potency means the concentration at half of the fitted maximal effect. This is a subset, so the mix of outcomes need not match the whole.
ERK EGF inh	compound
-2%	COc1ccc(CC2(CO)CCN(Cc3ccc4nsnc4c3)CC2)cc1
-2%	O=c1c(C=NCCN2CCNCC2)c(-c2ccccc2)[nH]n1-c1ccc([N+](=O)[O-])cc1
10%	COc1ccc(NC(=O)CC2C(=O)N(Cc3ccccc3)C(=S)N2CCN2CCOCC2)cc1 (centres undefined)
10%	CC(C)CNC(=S)N1CCN(C(c2ccccc2)c2ccccc2)CC1
-8%	CC1CN(c2ccc(C(=O)c3ccccc3C(=O)O)cc2[N+](=O)[O-])CC(C)O1 (centres undefined)
-8%[57.5 µM]	COc1ccc(C2=NN(CC(=O)Nc3ccccc3C)C(=O)CC2)cc1
-21%	CCCNC(=O)CNC(=S)N(Cc1cc(OC)c(OC)c(OC)c1)C1CCCC1
?	CCCCNc1nc(C)nc2c1nc(-c1ccccc1)n2CCN(C)C
3%[57.5 µM]	C#CCSc1nc(C)cc(C(=O)OCC)c1C#N
-18%	CCOC(=O)C(Cc1ccc(O)cc1)NC(=O)CNC(=O)C(CC(C)C)NC(=O)OC(C)(C)C (centres undefined)
1%	CCOC(=O)c1cn(C2CC2)c2c(F)c(F)c(F)cc2c1=O
4%	Cc1cc(N2CCN(c3ccc([N+](=O)[O-])c4cccnc34)CC2)c2ccccc2n1
16%	CN(C)Cc1ccccc1-c1ccc2ncnc(NCc3ccccc3)c2c1
6%	N#C/C(=C\c1ccc(OCc2ccc(C(=O)O)cc2)cc1)C(=O)N1CCOCC1
8%	COc1ccc2nc(Nc3sc4c(c3C(N)=O)CCCC4)sc2c1
-1%[57.5 µM]	Cc1cc(/C(N)=N/OC(=O)c2cccc(Cl)c2)no1
26%	Cc1cccc(N2CCN(C(=S)Nc3ccc4nc(N5CCOCC5)cc(C)c4c3)CC2C)c1 (centres undefined)
7%	COc1cccc(NC(=O)C2CCCCC2)c1
-1%[57.5 µM]	CCOc1cc(-c2nc3ccccc3s2)ccc1O
4%	CC(C)(C)c1ccc(C(=O)Nc2ccc([N+](=O)[O-])cn2)cc1
-7%[57.5 µM]	N#C/C(=C/c1cccc([N+](=O)[O-])c1)C(=O)Nc1ccccc1O
-6%	COc1cccc(C2CCCN2Cc2nc(-c3sccc3C)oc2C)c1 (centres undefined)
4%	CCOc1cccc(-c2cc(C(=O)N3N=C(C)CC3(O)C(F)F)c3ccccc3n2)c1 (centres undefined)
1%[57.5 µM]	CN(C)CCOC(=O)c1ccc2c(c1)S(=O)(=O)c1ccccc1C2=O
?	CC(C)(C)c1ccc(/C=C/C(=O)O)s1
-11%	Cc1cc(C)cc(C(=O)NC2C(=O)N3C(C(=O)O)=C(CSc4nnc(C)s4)CSC23)c1 (centres undefined)
-3%	CCC(=O)Nc1ncc2c(n1)CC(c1ccco1)CC2=O (centres undefined)
0%[57.5 µM]	CN1C(=O)C(CC(=O)NCCc2ccccc2)N(NC(=O)c2ccc(Cl)cc2)C1=S (centres undefined)
2%	CCCc1nc(SCC(=O)N2CCN(c3ccccc3)CC2)c2c(=O)n(C)c(=O)n(C)c2n1
?	CC(C)(C)c1cc(C(=O)Nc2ccc(F)cc2)n(Cc2ccc(F)cc2)n1
9%	Cc1cc(=O)oc2cc(OC(=O)c3ccco3)ccc12
-2%[57.5 µM]	Nc1ncncc1-c1ccc(Cl)cc1
-6%[57.5 µM]	CC(C)CNC(=O)CC(=O)N/N=C/c1ccc(Br)cc1
0%[57.5 µM]	O=C1CC(NNC(=O)c2ccc(Br)cc2)C(=O)N1 (centres undefined)
-3%[57.5 µM]	COc1ccc(C(CCN2CCOCC2)c2c(OC)cc(OC)c3c(C)cc(=O)oc23)cc1 (centres undefined)
-6%	CCOC(=O)C1(CCc2ccccc2)CCN(C(=O)c2cnc(C)cn2)CC1
-3%	COc1ccc(N2C(=O)C(CC(N)=O)N(NC(=O)c3cccc(OC)c3)C2=S)cc1 (centres undefined)
-16%	CCC1=NN(C(=O)CCc2ccc3c(c2)OCO3)C(O)(C(F)(F)F)C1 (centres undefined)
-6%	CC(=O)Nc1sc2c(c1C#N)CCC(C)C2 (centres undefined)
-4%	S=C(NCCN1CCOCC1)Nc1ccc(Cl)c(Cl)c1
7%	NNC(=O)C1CCCN1S(=O)(=O)c1ccc(Cl)cc1 (centres undefined)
5%	O=C(CSc1ccc(-c2ccccn2)nn1)NC1CCCCC1
4%	O=C(CC12CC3CC(CC(C3)C1)C2)N/N=C/c1ccncc1
5%	O=C(O)c1ccc2c(c1)C(=O)N(c1ccccc1-c1ccccc1)C2=O
-7%[57.5 µM]	CC(=O)n1cc([C@H]2C=C(C(=O)O)O[C@@H](OCCCCO)C2)c2ccccc21
?	CC(C)CSC1=NSC2=NC(=O)/C(=C\c3coc4ccccc4c3=O)C(=N)N12
-2%	CCOC(=O)c1ccc(NC(=S)NCCCn2ccnc2)cc1
-3%	O=c1[nH][nH]cc1C=Nc1ccc(Cl)cc1Cl
6%[57.5 µM]	Cc1ccc(N2CC(=O)N(NC(=O)Nc3ccc(Cl)c(Cl)c3)CC2=O)cc1
-3%	O=C(NC(NNc1ccc([N+](=O)[O-])cc1)(C(F)(F)F)C(F)(F)F)c1ccc(F)cc1
1%[57.5 µM]	CNC(=O)C(=O)Nc1c(O)c2ccccc2[nH]c1=O
4%	Cc1ccccc1NC(=O)CSCCN1C(=O)c2ccccc2C1=O
8%	CCOC(=O)CSc1ccc2nnc(-c3cccs3)n2n1
-3%	CC1(C)C2CC=C(/C=N/NC(=O)c3ccccc3Br)C1C2 (centres undefined)
3%	COc1ccc2nc(N/C(N)=N/C(=S)Nc3cccc(C)c3)nc(C)c2c1
-3%[57.5 µM]	O=C(/C=C/c1ccc(Cl)cc1)NC(=S)Nc1ccccc1C(=O)O

# Other results.
ERK EGF inh	compound
0%	COc1ccc(/C=N\NC(=O)COc2ccccc2)c(C(=O)O)c1OC
4%	COCCNc1nc(C)nc2c1nc(-c1ccccc1)n2C1CCN(Cc2ccccc2)C1 (centres undefined)
4%	Cc1ccc(C(OCC(O)CNC(C)c2ccccc2)c2ccccc2)cc1 (centres undefined)
-3%	Cc1cc2nc(SCCN3CCOCC3)[nH]c2cc1C
-1%	CN(C)S(=O)(=O)Oc1ccccc1C(=O)Nc1ccccc1Cl
29%	Cc1ccc(C(=O)NCCNc2nc3cc(C)c(C)cc3cc2C)cc1
10%	C=CCSc1nnc(NC(=O)Cn2cnc3c2c(=O)n(C)c(=O)n3C)s1
-4%	O=C(COC(=O)c1ccc([N+](=O)[O-])s1)NC(c1ccccc1)c1ccccc1

# 15 structures already listed, arranged by molecular weight, ascending:
ERK EGF inh	compound
-3%	O=c1[nH][nH]cc1C=Nc1ccc(Cl)cc1Cl
1%[57.5 µM]	CNC(=O)C(=O)Nc1c(O)c2ccccc2[nH]c1=O
-3%	Cc1cc2nc(SCCN3CCOCC3)[nH]c2cc1C
8%	CCOC(=O)CSc1ccc2nnc(-c3cccs3)n2n1
-3%	CC1(C)C2CC=C(/C=N/NC(=O)c3ccccc3Br)C1C2 (centres undefined)
4%	Cc1ccccc1NC(=O)CSCCN1C(=O)c2ccccc2C1=O
-1%	CN(C)S(=O)(=O)Oc1ccccc1C(=O)Nc1ccccc1Cl
0%	COc1ccc(/C=N\NC(=O)COc2ccccc2)c(C(=O)O)c1OC
-3%[57.5 µM]	O=C(/C=C/c1ccc(Cl)cc1)NC(=S)Nc1ccccc1C(=O)O
3%	COc1ccc2nc(N/C(N)=N/C(=S)Nc3cccc(C)c3)nc(C)c2c1
10%	C=CCSc1nnc(NC(=O)Cn2cnc3c2c(=O)n(C)c(=O)n3C)s1
-4%	O=C(COC(=O)c1ccc([N+](=O)[O-])s1)NC(c1ccccc1)c1ccccc1
6%[57.5 µM]	Cc1ccc(N2CC(=O)N(NC(=O)Nc3ccc(Cl)c(Cl)c3)CC2=O)cc1
-3%	O=C(NC(NNc1ccc([N+](=O)[O-])cc1)(C(F)(F)F)C(F)(F)F)c1ccc(F)cc1
4%	COCCNc1nc(C)nc2c1nc(-c1ccccc1)n2C1CCN(Cc2ccccc2)C1 (centres undefined)

# New compounds follow:
ERK EGF inh	compound
-6%	O=C(CCN1CCOCC1)NCC1COc2ccccc2O1 (centres undefined)
4%	O=C(/C(Cl)=C/Nc1ccc(Br)cn1)C(F)(F)F
3%	Cc1ccc(S(=O)(=O)Nc2ccc(Cl)cc2C(=O)c2ccccc2)cc1
-1%	O=C1OC(Cc2ccccn2)C(O)=C1C1=NCCCN1 (centres undefined)
1%[57.5 µM]	CCOC(=O)CC(=O)CSc1n[nH]c(=O)[nH]c1=O
-3%	Cc1nc(OCc2c(C)noc2C)c2ccccc2n1
4%	CN(C)CCNC(=S)NC1CCCCC1
-8%	COC(=O)c1nn(-c2ccccc2)c(=O)cc1O
8%	COC(=O)Cn1c(=NC(=O)c2ccc(S(=O)(=O)N3CCc4ccccc4C3)cc2)sc2cc(OC)ccc21
-20%	CCOC(=O)C1(CCCc2ccccc2)CCN(C(=O)[C@@H]2C[C@@H](C)NC(=S)N2)CC1
-7%	COc1cccc(C2/C(=C(/O)c3cnn(-c4ccccc4)c3C)C(=O)C(=O)N2CCN(C)C)c1 (centres undefined)
-5%[57.5 µM]	Brc1cnc2nc(SCc3nc4ccccc4[nH]3)[nH]c2c1
2%	Cc1cccc(-c2nsc(SCC(=O)Nc3ccc4c(c3)OCO4)n2)c1
-13%[57.5 µM]	S=C1NC[C@H](c2ccccc2)N1CC1CCCCC1
2%	COc1cccc(/C=C/C(=O)OC(C)C(=O)Nc2c(C)n(C)n(-c3ccccc3)c2=O)c1 (centres undefined)
0%[57.5 µM]	COCCCn1c(=O)/c(=C\c2ccc(OC(F)F)c(OC)c2)s/c1=C(/C#N)C(N)=O
-5%[57.5 µM]	Cc1cc(NC(=O)c2ccc(Cl)c([N+](=O)[O-])c2)no1
1%[57.5 µM]	N/C(CSc1ncccc1C(F)(F)F)=N\O
-3%	COc1ccc(NC(=S)Nc2ccc3cn[nH]c3c2)cc1
-1%[57.5 µM]	O=C(O)CCC(=O)Nc1ccc(Br)cc1C(=O)c1ccc(Cl)cc1
-7%[57.5 µM]	COc1cccc(-c2nc(N3CCN(C)CC3)c3ccccc3n2)c1O
7%	CC(=O)c1c(OC(=O)c2ccccc2Br)ccc2c(C)cc(=O)oc12
7%	CCOc1ccc(NC(=O)Nc2ccccc2C(N)=O)cc1
-2%[57.5 µM]	CC1=NN(S(=O)(=O)c2ccc(C)cc2)C(=O)c2ccccc2O1
2%	CC(/C=N/n1c(-c2ccc(C)cc2)n[nH]c1=S)=C\c1ccco1
2%	CCn1cc(C(=O)N2CCN(c3ccc(OC)cc3)CC2)c2cc(OC)c(OC)cc2c1=O
0%	Cc1ccc(S(=O)(=O)NC(N)=NCCc2ccccc2)cc1C
1%	COCc1cccc(N2C(=O)CC(C3C=C(C)C4C(=O)N(c5cccc(COC)c5)C(=O)C4C3)C2=O)c1 (centres undefined)
4%	Cc1cc([N+](=O)[O-])nn1CC(=O)N1CCN(Cc2ccccc2)CC1
2%	CCOC(=O)c1sc(NC(=O)COC(=O)CNC(=O)C2CCCCC2)c(C(=O)OCC)c1C
1%	O=C(NNC(=O)C1CCCCC1)c1ccco1
12%	O=C(COC(=O)c1cc2ccccc2oc1=O)Nc1cccc(S(=O)(=O)N2CCCCCC2)c1
-8%	O=C(O)CNC(=S)N(Cc1ccco1)Cc1ccccc1Cl
-14%[57.5 µM]	CCCN1CCN(C(=O)c2cc(COc3ccc4ncccc4c3)on2)CC1
-13%	NNC(=O)COc1ccccc1[N+](=O)[O-]
5%	CC(OC(=O)c1cccc(S(=O)(=O)Nc2ccccc2F)c1)C(=O)NCc1ccc2c(c1)OCO2 (centres undefined)
1%	CS(=O)(=O)N(CC(=O)Nc1ccc(S(=O)(=O)N2CCCC2)cc1)c1ccccc1F
?	CO/N=C/CC(=O)c1ccc(-c2ccccc2)cc1
-6%	CC1CCCN(CCC(=O)Nc2ccccc2)C1 (centres undefined)
6%[57.5 µM]	Cc1[nH]c2ccccc2c1CCCO
3%[57.5 µM]	O=C(NCc1ccccc1Cl)C1CCC(CNc2c(N3CCOCC3)c(=O)c2=O)CC1 (centres undefined)
0%[57.5 µM]	CCOc1ccc2cc(C3CC(c4ccco4)=NN3S(C)(=O)=O)c(Cl)nc2c1 (centres undefined)
42%	CCc1c(C)sc(NC(=S)N2CC(C)OC(C)C2)c1C(=O)OC (centres undefined)
11%	CCOC(=O)N/N=C\C=C\c1ccco1
-2%	Cc1ccc(-c2cnc3c(Cl)c(C)nn3c2)cc1
1%	O=C(CSc1cccc[n+]1[O-])Nc1cc([N+](=O)[O-])ccc1Cl
-2%	CCCn1nnc(NC(=O)Cc2ccc(Cl)cc2)n1
1%	COc1ccccc1/C=C/C=N/NC(=O)c1ccc2nc[nH]c2c1
-2%	COc1cc(/C=N/NC(=O)c2[nH]nc3c2CCc2ccccc2-3)ccc1O
1%	CCN(CC(=O)NCc1ccc(F)cc1)Cc1cc(=O)n2ccsc2n1
-13%	CCCS(=O)(=O)N1CCC(C(=O)NCc2ccc(F)cc2)CC1
-4%	CCCc1[nH]nc2c1C(c1ccsc1)C(C#N)=C(N)O2 (centres undefined)
-7%	O=C(Nc1ccccc1)c1cc2n(n1)C(C(F)(F)F)CC(C1CC1)N2 (centres undefined)
-9%	Cc1ccc(S(=O)(=O)N2CC(O)CC2C(=O)OCC(=O)c2ccccc2Cl)cc1C (centres undefined)
0%	O=C(NCCCn1ccnc1)c1cc(-c2ccncc2)nc2ccccc12
-10%	O=C(/C=C/c1cccs1)NC(=S)NNC(=O)Cc1cccs1

# Next section:
ERK EGF inh	compound
4%	CC1=NN(C(N)=S)C(=O)C1N=Nc1ccccc1 (centres undefined)
3%	CCn1c(CNc2ccc(Cl)cc2)nnc1SCCN1CCCCC1
8%	CCOC(=O)c1oc2cc(O)c(CC)cc2c(=O)c1-c1cscn1
-5%	CC(C)(C)C(=O)Nc1ccccc1C(=O)Nc1ccccn1
-21%[57.5 µM]	COC(=O)c1ccc(Cn2nnc3ccccc32)cc1
-3%	CNS(=O)(=O)c1cc(N)ccc1C
3%	Clc1ccccc1Cn1nc(-c2ccccc2)nc1-c1ccccc1
